esBAF inh – Bmi1 luciferase reporter increase in mESCs, primary screen, esBAF inhibitor project, mouse ES cells, Bmi1 luciferase knock-in, single point. reporter increase, % at 12.5 µM. 24 h; 100% = twice the neutral-well signal. 350,000 tested, 2% active; in the data active = activation above about 40%;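 note: 0% = median of the plate's neutral control wells and 100% = double that signal; a rise in the Bmi1 reporter signal indicates esBAF inhibition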
ARNT-TACC3 inh – disruptors of ARNT/TACC3 protein interaction, primary screen, biochemical, AlphaScreen, single concentration; Transforming acidic coiled-coil-containing protein 3 (Homo sapiens), Q9Y6A5; AlphaScreen His-ARNT PAS-B/GST-TACC3 binding, luminescence; TACC3 fragment carries E629A point mutation; inhibition, % at 9.99 µM; 390,000 tested, 0.66% active;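 active = mean inhibition of replicates at least 50% and at least half of replicates each reaching 50%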;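 note: 0% = complete ARNT plus TACC3 wells and 100% = ARNT alone without TACC3; many hits fall short of the cut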
* marks the source's active call; other numbers are inactive results.

SMILES	esBAF inh	ARNT-TACC3 inh
Cn1cccc1C(=O)NS(=O)(=O)c1ccccc1Cl	-9	13
CC1CC(N(C(=O)c2ccco2)c2ccccc2)c2ccccc2N1C(=O)c1ccco1 (stereo unspecified)	-3	5
CC(C)(C)CC(=O)N[C@@H](Cc1ccccc1)c1nc2ccccc2[nH]1	2	0
CSC(=NNC(=O)c1ccccc1O)SC	4	-12
O=C(CSc1nc(-c2ccco2)cc(C(F)(F)F)n1)NC1CCCCCCC1	-8	-1
Cc1ccc(CNCC2CCCO2)o1 (stereo unspecified)	-2	-1
O=C1NC(c2ccccc2)C(C(=O)c2cccs2)C(O)(C(F)(F)F)N1 (stereo unspecified)	6	-6
C[C@H](NS(=O)(=O)c1ccccc1F)C(=O)OCC(=O)N1CCc2ccccc21	12	-6
CC1(C)Cc2c(cnn2-c2ccccc2)C(=O)/C1=N\NC(=O)c1ccccc1N	31	-5
O=C(CSc1nnc2ccccn12)NCCN1C(=O)CSC1=O	-4	-2
COc1cccc(OC)c1C(=O)NC(C)c1ccccc1 (stereo unspecified)	-5	-8
CC(C)(C)c1cc(C(=O)Nc2ccccc2)ccn1	19	-3
Cc1ccc(NC(=O)CCNS(=O)(=O)c2ccc3c(c2)oc(=O)n3C)cc1C	-9	-1
O=C(c1cc2cc(Cl)cc(Cl)c2oc1=O)N1CCOCC1	1	-10
Cc1cc(C)n(-c2ncnc3sc(C)c(C)c23)n1	-11	-3
CCOC(=O)C1CCN(S(=O)(=O)c2cccc(-c3cn4cc(Cl)ccc4n3)c2)CC1	10	-2
O=C1CC(N2CCN(c3ccccc3F)CC2)C(=O)N1c1ccc(F)cc1 (stereo unspecified)	-3	1
O=C(O)CN1C(=O)C2(OCCCO2)c2ccccc21	-4	1
N/C(Cc1ccc([N+](=O)[O-])cc1)=N\OC(=O)C(c1ccccc1)c1ccccc1	-13	-2
C(=N\c1nccs1)/Nc1nccs1	-5	-7

Sorted by value in esBAF inh (high to low): some entries from above
SMILES	esBAF inh	ARNT-TACC3 inh
CC1(C)Cc2c(cnn2-c2ccccc2)C(=O)/C1=N\NC(=O)c1ccccc1N	31	-5
CSC(=NNC(=O)c1ccccc1O)SC	4	-12
O=C1CC(N2CCN(c3ccccc3F)CC2)C(=O)N1c1ccc(F)cc1 (stereo unspecified)	-3	1

The results go on:
SMILES	esBAF inh	ARNT-TACC3 inh
Cc1n[nH]c(C)c1SCC(=O)Nc1ccc(F)cc1	-3	-1
COc1cc(C)nc(NCc2ccccc2)n1	6	1
COc1ccc(C(=O)CSc2nnc(-c3ccccc3)o2)cc1	-4	-7
CC(C)C(=O)N1CCN(c2nc(-c3ccccc3)c3c(c2C#N)CC(C)(C)OC3)CC1	5	-11
COc1cccc(C2CC(C(F)(F)F)n3ncc(C(=O)NCc4ccco4)c3N2)c1 (stereo unspecified)	-3	-2
O=C(NNC(=O)C1COc2ccccc2O1)c1ccccc1 (stereo unspecified)	-1	-7
COc1ccc(NC2=NCCC(=O)N2Cc2cccs2)cc1	-2	12
Cn1c(=O)[nH]c(=O)c2c1nc(NCCCn1ccnc1)n2CCOc1ccccc1	-10	7
CC(Sc1nc2c(c(=O)n(C)c(=O)n2C)n1Cc1cc2c(cc1Cl)OCO2)C(=O)O (stereo unspecified)	3	-3
COc1cccc(-n2cnnn2)c1	12	-2
COc1ccc(NC(=O)CSc2nnc(CNc3ccc(F)cc3)o2)c(OC)c1	-16	0
O=C(Nc1ccccc1C(F)(F)F)N1CCC(N2CCCCC2)CC1	13	-20
CCN=C1SC(C(=O)Nc2ccccc2)CC(=O)N1CC (stereo unspecified)	8	2
O=C(CN1CCC(n2nnc3cc(F)ccc32)CC1)N1CCCc2ccccc21	-9	-2
COc1cc(/C=N/Nc2ccc(Cl)c(C(=O)O)c2)ccc1OCC(=O)N1C(C)CCCC1C (stereo unspecified)	3	-14
Cc1nc(=O)c(-c2ccccc2)c(C)n1-c1ccc(S(N)(=O)=O)cc1	1	0
O=C(c1nc2ncccn2n1)N1CCN(c2ccccc2)CC1	0	-6
COc1cc(NC(=O)C2CC(c3cccc(OC)c3OC)=NO2)cc(OC)c1OC (stereo unspecified)	15	0
COC(=O)C1CCN(c2cc(=O)n(C3CCCCC3)c(=O)[nH]2)CC1	-1	-13
CS(=O)(=O)Nc1nc2n(n1)C(c1ccccc1)C=C(c1ccc(Br)cc1)N2 (stereo unspecified)	-3	-6

Single entries from the results shown.
ARNT-TACC3 inh with COc1cccc(C2CC(C(F)(F)F)n3ncc(C(=O)NCc4ccco4)c3N2)c1 (stereo unspecified) : -2
ARNT-TACC3 inh with COc1ccc(NC(=O)CSc2nnc(CNc3ccc(F)cc3)o2)c(OC)c1 : 0
esBAF inh with O=C(c1nc2ncccn2n1)N1CCN(c2ccccc2)CC1 : 0
ARNT-TACC3 inh with CC(C)C(=O)N1CCN(c2nc(-c3ccccc3)c3c(c2C#N)CC(C)(C)OC3)CC1 : -11
ARNT-TACC3 inh with COc1cc(C)nc(NCc2ccccc2)n1 : 1
esBAF inh with Cc1nc(=O)c(-c2ccccc2)c(C)n1-c1ccc(S(N)(=O)=O)cc1 : 1

Returning to the listing with the 2 entries that preceded the break.
SMILES	esBAF inh	ARNT-TACC3 inh
COC(=O)C1CCN(c2cc(=O)n(C3CCCCC3)c(=O)[nH]2)CC1	-1	-13
CS(=O)(=O)Nc1nc2n(n1)C(c1ccccc1)C=C(c1ccc(Br)cc1)N2 (stereo unspecified)	-3	-6
CC(C)(C)n1nnnc1C(c1cccnc1)N1CCN(c2ccccc2)CC1 (stereo unspecified)	-12	-1
CCN(CC)CCNC(=O)CCc1nn(C)c(=O)c2ccccc12	8	-2
CS(=O)(=O)n1nc(-c2ccccc2)nc1N	4	0
CCCS(=O)(=O)N1CCN(Cc2ccccc2C(F)(F)F)CC1	8	16
COC(=O)C1=C(N)Oc2cc(C)n(CC3CCCO3)c(=O)c2C1c1ccc(Cl)cc1 (stereo unspecified)	10	-2
CCN(CC)S(=O)(=O)c1ccc(C(=O)Nc2c3c(nn2C(C)(C)C)CS(=O)(=O)C3)cc1	-7	0
Cc1ccccc1-c1nnc2c3ccccc3c(C)nn12	7	-2
COc1ccc(OC)c(-n2c(SCC(C)=O)nnc2-c2cccc(S(=O)(=O)N(C)C)c2)c1	-5	22
N#CC(c1ccc(Cl)cc1)c1ccc2c(C(F)(F)F)cc(C(F)(F)F)nc2n1 (stereo unspecified)	-23	25
CN(C)c1ccc(Nc2nc(-c3cccnc3)cs2)cc1	-28	-2
Cc1ccsc1/C=C1/SC(=O)N(CC(=O)N2CCOCC2)C1=O	26	-2
Cc1ccc(NC(=S)NCCN2CCOCC2)cc1	5	-5
CCOc1ccc(C(=O)Nc2ccc(N3CCCC3)cc2)cc1	38	0
Cc1ccc(NCc2nnc(SCC(=O)c3ccccc3)n2Cc2ccco2)c(C)c1	17	-6
O=C(COc1cc(O)c2c(=O)cc(-c3ccccc3)oc2c1)c1ccccc1	27	0
CCOC(=O)C1(CC)NC(c2ccco2)C2C(=O)N(c3ccc(C)cc3)C(=O)C21 (stereo unspecified)	6	20
Cc1ccc(CCN2CC(C(=O)NCCCN3CCCCCC3)CC2=O)cc1 (stereo unspecified)	-1	0
Cc1c(C(=O)N2CCCC2)sc(NC(=O)c2ccc(Cl)cc2)c1C#N	0	-10
Cc1cc(NC(=O)CN2CCN(S(=O)(=O)c3ccc4ccccc4c3)CC2)no1	-2	2
CC(C)c1ccc(CNCc2ccccc2)cc1	27	-1
Cc1ccc(C(CC(N)=O)c2ccco2)cc1 (stereo unspecified)	-7	-6
O=C(CCCC(=O)N1CCN(c2ccccc2F)CC1)N1CCN(c2ccccc2F)CC1	-5	-2
COc1ccc(-n2c(SCC(=O)NCC3CCCO3)nc3ccccc32)cc1 (stereo unspecified)	4	-4
CCOc1ccc(C(=O)/C=C/c2ccccc2C(F)(F)F)cc1	21	-3
N=c1c(C(=O)NCc2ccco2)cc2c(=O)n3ccccc3nc2n1CCc1ccccc1	-10	35
COc1ccc(C(=O)NNC(=S)NC(=O)c2ccco2)cc1	-16	25
CC(C)(C)C(=O)Cn1c(=N)n(Cc2ccccc2)c2ccccc21	14	2
Cn1c(SCC(=O)NC(C)(C)C)nnc1-c1cccc(NC(=O)c2ccccc2F)c1	3	5
c1ccc(CCNC2=NCCCS2)cc1	6	-2
Cc1ccc(CNC(=O)c2sccc2-n2cccc2)cc1	2	-4
CCOc1ccc(OCc2ccc(C(=O)O)o2)cc1	20	-9
CCOc1ncccc1C(=O)N(C)CC1COc2ccccc2O1 (stereo unspecified)	-4	-4
O=C1C2CC=C(Cl)CC2C(=O)N1CNc1ccccn1 (stereo unspecified)	-9	0
Cn1cccc1/C=C1\CC(C(C)(C)C)C/C(=C\c2cccn2C)C1=O (stereo unspecified)	-2	-1
CCCC(NC(=O)CNC(=O)C(C)(C)C)C(=O)O (stereo unspecified)	-5	-4
c1ccc(-c2cc3c(N4CCOCC4)ncnc3s2)cc1	8	7
CCC(=O)c1cc2c(cc1NC(=O)c1ccc(C)cc1)OCCO2	20	-9
Cn1nnnc1SCC(=O)NCCc1ccc(Cl)cc1	4	1
Cc1cc(NC(=O)Nc2cccc(C(F)(F)F)c2)no1	-4	2
COc1ccc(/C=N/NC2=NCCCCC2)cc1	-6	2
COC(=O)c1ccc(Oc2ccc3nnc(C)n3n2)cc1	0	15
O=C(NCC(c1cccnc1)N1CCN(c2ccc(F)cc2)CC1)OCc1ccccc1 (stereo unspecified)	8	7
O=C(NCc1ccccc1)/C(NC(=O)c1ccccc1)=C(/Sc1ccccn1)c1ccccc1	-6	-6
CCSc1nnc(Cc2cc(=O)[nH]c(=O)[nH]2)n1-c1cc(C)ccc1C	-4	7
CC1CCc2c(sc(N)c2C(=O)OC(C)C)C1 (stereo unspecified)	-2	36
N#CCc1ccc(NC(=O)Nc2cccc(Cl)c2)cc1	0	-10
CCOC(=O)c1c(C(C#N)C#N)cc(C)nc1C	-4	-4
O=C(OCN1C(=O)c2ccccc2C1=O)c1cccs1	-5	-17
COc1ccc(CCN2C(=O)c3[nH]nc(-c4ccccc4O)c3C2c2cccc(Cl)c2)cc1 (stereo unspecified)	17	2
Cc1ccc(S(=O)(=O)N2CCCCC2)cc1C(=O)Nc1ccc2cn[nH]c2c1	-30	5
Cc1cc(C)nc(N2CCC(C(=O)NCc3ccccc3)CC2)n1	6	-8
COCCn1c(N)c(NCc2ccccc2)c(=O)n(CC(=O)Nc2cc(C)ccc2C)c1=O	-9	3
CCC1(C(=O)OC)NC(c2ccco2)C2C(=O)N(c3ccccc3)C(=O)C21 (stereo unspecified)	-9	19
CCn1c(=O)cc(N2CCCCC2)[nH]c1=O	-7	-1
N#Cc1c(/N=C/c2cccs2)sc2c1CCCCC2	30	9
CCCCC(=O)Nc1ccc2oc(-c3ccncc3)nc2c1	11	9
Cc1cccc(Cn2c(SCCO)nc3c2c(=O)n(C)c(=O)n3C)c1	1	-3
CC(=O)c1ccc(NC(=O)CCC(=O)OCC(=O)c2cccc([N+](=O)[O-])c2)cc1	3	-2
CCOC(=O)Cc1cc(=O)n2[nH]c(-c3ccc(Cl)cc3)cc2n1	0	-4
CCN(CC)Cc1c(O)ccc2c(=O)c(Oc3ccccc3OC)coc12	-2	-2

Compound profiles (already shown). Order of values: esBAF inh	ARNT-TACC3 inh
CCOC(=O)c1c(C(C#N)C#N)cc(C)nc1C in the list: -4	-4
O=C(OCN1C(=O)c2ccccc2C1=O)c1cccs1 in the list: -5	-17
O=C(NCc1ccccc1)/C(NC(=O)c1ccccc1)=C(/Sc1ccccn1)c1ccccc1 in the list: -6	-6

Additional records:
SMILES	esBAF inh	ARNT-TACC3 inh
COc1ccc(-c2noc(-c3ccc(C)cc3)n2)cc1	5	-6
CSc1nc(Oc2ccc3ccccc3c2)c2sccc2n1	-7	-5
Cc1cc(C(=O)NCCC2=CCCCC2)no1	29	-1
CCOC(=O)c1sc(=S)n(CC)c1N	-1	1
COc1ccc(S(=O)(=O)Nc2ccc3c(c2)OCCO3)cc1Cl	11	-5
Cc1cc2nnc(SC(C)C)n2c2ccccc12	-4	9
CCn1c(=O)c(C(=O)NCCCO)c(O)c2ccccc21	-5	-2
O=C(Nc1ccccc1)C1C2CCC3C(CCC21)C3(Cl)Cl (stereo unspecified)	0	-4
c1ccc(OCCCn2nnc(-c3ccncc3)n2)cc1	-9	1
COCCn1c(SCC(=O)c2[nH]c(C)c(C(C)=O)c2C)nc2ccccc21	13	-9
Cc1nc(-c2cccc(S(=O)(=O)N3CCCC(C)C3)c2)cs1 (stereo unspecified)	7	-3
CCOC(=O)c1ccc(NC(=O)CN(Cc2ccc(Cl)cc2)S(C)(=O)=O)cc1	6	6
S=c1[nH]nc(-c2cc(-c3ccco3)[nH]n2)n1-c1ccccc1	2	0
CC(=O)N=c1sc2ccccc2n1C	-3	-8
CCOC(=O)CC(NC(=O)c1cccs1)c1ccc(OCC)cc1 (stereo unspecified)	9	-6
COc1ccc(/C=N/NC(=O)CCCOc2ccc(Cl)cc2Cl)cc1[N+](=O)[O-]	2	4
CCc1cccc(OCCCCNCCOC)c1	-9	-9
S=c1[nH]nc(-c2cc(-c3ccccc3)n[nH]2)n1/N=C/c1c2ccccc2cc2ccccc12	12	-3
Cc1nnc(-c2ccccc2)c(=O)n1/N=C/c1c(O)ccc2ccccc12	-59	62*

Screening results deposited in PubChem by Broad Institute.

This is a subset; count on the stated rates, not on these rows.
